# Screening data deposited in PubChem BioAssay by National Center for Advancing Translational Sciences (NCATS).
# Luciferase inh = inhibitors of firefly luciferase; P08659; purified firefly luciferase, luminescence, 8 min; Potency, µM (top dose mostly 57.1 µM), without a hit: top-dose activity change, negative = inhibition, usual class: inhibitors; 72,000 tested, 2.2% active; AID 411; also: potency is read from the fitted curve at half-maximal effect; % is scaled to controls: 0 for no effect and ±100 for the full control effect; nearly all actives have a fitted effect of over 40% in size
#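 Substrate buffer containing 10 uM ATP (pH 7.2 imidazole, Mg2+, KCl, detergent, BSA) is dispensed, compound pinned in, then luciferase/luciferin detector mix added. After 8 min at ambient temperature, light output is measured.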
# Texas Red fluor = Texas Red region autofluorescence. Compound fluorescence, Texas Red channel, 547/618 nm; hits give high values. max dye-equivalent concentration, M. 59,000 tested, 0.06% active; in the data active = max dye-equivalent concentration above about 10 nM; inconclusive = between about 1.1 nM and that limit
#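 Texas Red-region profiling: compounds in 100 mM Tris pH 8.0 were read at 547/618 nm after 15 min at room temperature. Intensities were normalized against a six-point Texas Red standard series to give dye-equivalent concentration.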
# Fluorescein fluor = compound autofluorescence in fluorescein spectral region. Compound autofluorescence, 480/540 nm, fluorescein-equivalent; hits give high values. max fluorescein-equivalent concentration, M. 59,000 tested, 0.91% active. AID 593; in the data active = max fluorescein-equivalent concentration above about 10 nM; inconclusive = between about 1.1 nM and that limit
#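 In this qHTS profile, compound fluorescence was measured with a 480 nm/540 nm filter pair following a 15-min room-temperature incubation in 100 mM Tris (pH 8.0). A six-point fluorescein series on each plate served for normalization.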
# Rhodamine autofl = compound autofluorescence in rhodamine spectral region. Rhodamine-region fluorescence, 547/598 nm, Tris buffer; hits give high values. max dye-equivalent concentration, M. 59,000 tested, 0.05% active. AID 594; in the data active = max dye-equivalent concentration above about 11 nM; inconclusive = between about 1.1 nM and that limit
#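 A six-point rhodamine series on each plate calibrates the signal. Compounds sit in 100 mM Tris (pH 8.0) for 15 min at ambient temperature before imaging through 547 nm/598 nm filters.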
# Tau fil binding = binds recombinant human tau filaments; P10636; recombinant tau filaments, thioflavin S fluorescence, 15 h; filaments grown with octadecylsulfate alongside compound; Potency, µM (top dose mostly 57.1 µM), inactives show top-dose activity change, negative = inhibition; 71,000 tested, 2% active;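 also: potency is read from the fitted curve at half-maximal effect; % is scaled to controls: 0 for no effect and ±100 for the full control effect; actives lower thioflavin S fluorescence by blocking filaments or displacing dye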
# Target sequence (P10636 whole entry, looked up): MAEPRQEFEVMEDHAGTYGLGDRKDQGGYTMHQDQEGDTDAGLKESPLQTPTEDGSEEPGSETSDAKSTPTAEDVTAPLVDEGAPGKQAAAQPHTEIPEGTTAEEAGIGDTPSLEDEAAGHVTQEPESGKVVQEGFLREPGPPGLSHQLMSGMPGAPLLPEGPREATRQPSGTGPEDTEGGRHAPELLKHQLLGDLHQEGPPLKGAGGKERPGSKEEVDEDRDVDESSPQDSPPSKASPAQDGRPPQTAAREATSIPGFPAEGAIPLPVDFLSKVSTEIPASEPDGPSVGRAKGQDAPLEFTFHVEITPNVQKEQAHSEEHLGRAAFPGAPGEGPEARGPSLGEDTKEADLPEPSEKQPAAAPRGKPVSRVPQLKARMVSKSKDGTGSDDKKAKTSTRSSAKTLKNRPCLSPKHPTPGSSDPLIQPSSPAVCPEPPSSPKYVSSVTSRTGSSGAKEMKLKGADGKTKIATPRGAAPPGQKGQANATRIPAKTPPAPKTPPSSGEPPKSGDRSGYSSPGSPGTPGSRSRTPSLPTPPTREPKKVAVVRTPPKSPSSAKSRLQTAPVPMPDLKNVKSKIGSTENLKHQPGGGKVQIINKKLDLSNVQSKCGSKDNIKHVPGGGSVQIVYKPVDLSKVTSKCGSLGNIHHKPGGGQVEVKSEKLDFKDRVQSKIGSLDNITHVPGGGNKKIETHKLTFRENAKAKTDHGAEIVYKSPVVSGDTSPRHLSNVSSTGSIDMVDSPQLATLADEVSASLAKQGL
#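 Assay mix: 1 uM His-tagged tau, 30 uM sodium octadecylsulfate, thioflavine S dye in HEPES/NaCl/DTT buffer. Compound is added prior to the inducer. Fluorescence after 15 h at 37 C.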
# 4-MU autofl = 4-MU region autofluorescence; compound autofluorescence, 340/450 nm, 4-MU equivalents; hits give high values; max dye-equivalent concentration, M; 59,000 tested, 11% active; AID 589; in the data active = max dye-equivalent concentration above about 10 nM; inconclusive = mostly about 1.1 nM to 9.6 nM
#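 Intrinsic fluorescence at 340/450 nm (ex/em) was read after 15 min at room temperature in pH 8.0, 100 mM Tris. Each compound concentration expressed as 4-MU-equivalent concentration from a six-point 4-MU standard series on each plate.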
# ERK AVP inh = blocks ERK signaling stimulated by vasopressin | HEK293-V1b, vasopressin-stimulated pERK AlphaScreen | Potency, µM (titrated, usually from 57.5 µM), for inactives: at the highest dose activity, negative = inhibition, usual class: inhibitors | 72,000 tested, 0.99% active; also: potency is read from the fitted curve at half-maximal effect; % is scaled to controls: 0 for no effect and ±100 for the full control effect; nearly all actives have a fitted effect of over 55% in size
#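 Phosphorylated ERK1/2 detected via AlphaScreen bead proximity in lysates of V1b-expressing HEK293 cells given 25 nM vasopressin for 5 min after 30 min compound exposure (37 °C). AC50 from Hill equation; basal DMSO 0%, vasopressin 100%.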
# HEK293 cAMP cs = counter-screen for TSHR agonists: cAMP increase in parental HEK293; parental HEK293 CNG cAMP sensor, membrane potential fluorescence; Potency, µM (doses to about 57.1 µM), for inactives: at the highest dose activation, hits mostly activators; 73,000 tested, 2.5% active; AID 938; also: potency is read from the fitted curve at half-maximal effect; % of control where 0% means no effect; nearly all actives have a fitted effect of over 55% in size
#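 Parental HEK 293 cells stably expressing a modified CNG channel (no TSHR) report cAMP rise as membrane depolarization. Membrane potential dye with 100 uM RO 20-1724 was loaded for 60 min at room temperature, then compound added for 30 min; fluorescence read at 590 nm.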
# A350 fluor = A350 region autofluorescence. Compound autofluorescence, 340/450 nm, Alexa 350 dye-equivalents; hits give high values. max dye-equivalent concentration, M. 59,000 tested, 11% active; in the data active = max dye-equivalent concentration above about 10 nM; inconclusive = mostly about 1.1 nM to 9.6 nM
# Casp7 inh = blocks human caspase-7 allosterically or competitively; P55210; recombinant caspase-7, Ac-DEVD-AFC fluorescence rate; Potency, µM (highest dose often 57.5 µM), for the others: at the top dose activity change, negative = inhibition, actives largely listed as inhibitors; 75,000 tested, 0.02% active; AID 889; active = well fitted inhibition curve with a large enough effect in the main read-out, with a control signal flat, not every such curve was filed as active; inconclusive = small, poorly fitted or top-dose-only effect, or a change in a side signal; also: potency is read from the fitted curve at half-maximal effect; % of control where 0% means no effect
# Target sequence (P55210 24-198 limits assumed): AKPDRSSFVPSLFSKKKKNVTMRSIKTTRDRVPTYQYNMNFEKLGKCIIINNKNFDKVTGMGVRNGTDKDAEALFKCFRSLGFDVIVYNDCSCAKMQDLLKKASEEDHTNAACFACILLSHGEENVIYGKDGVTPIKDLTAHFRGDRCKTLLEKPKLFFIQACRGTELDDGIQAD
# Target sequence (P55210 207-303 limits assumed): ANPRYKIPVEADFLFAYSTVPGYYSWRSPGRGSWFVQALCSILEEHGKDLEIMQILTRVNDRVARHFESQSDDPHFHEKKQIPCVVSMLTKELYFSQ
# Caspase-1 inhib = caspase-1 (human) inhibition, allosteric or competitive. Caspase-1 enzyme, Ac-WEHD-AFC fluorogenic rate. Potency, µM (titrated, usually from 57.5 µM), inactives show at the highest dose activity change, negative = inhibition, hits mostly inhibitors. 75,000 tested, 0.03% active;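 also: potency is read from the fitted curve at half-maximal effect; plate controls were vehicle for no effect and no substrate for full effect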
# * = called active by the depositor; i = inactive; ? = inconclusive; . = no result given; [ ] = dose if it differs, or a comment. Unless noted, calls follow the shape of the dose curve; as a rule, active = well fitted curve in the direction sought with a large enough effect; inconclusive = small, poorly fitted or top-dose-only effect, or another doubt; inactive = no such curve, though single readings can be large; an effect the other way counts as inactive or inconclusive. These rows are one share of the data; count on the stated rates, not on these rows.
Structure	Luciferase inh	Texas Red fluor	Fluorescein fluor	Rhodamine autofl	Tau fil binding	4-MU autofl	ERK AVP inh	HEK293 cAMP cs	A350 fluor	Casp7 inh	Caspase-1 inhib
O=S(=O)(c1cc(Cl)ccc1Br)N1CCOCC1	2%	.	.	.	-3%	.	-2%	0%	.	2%	2%
CC1CC(C)CN(CCCNC(=O)COc2cc(=O)n(C)c3ccccc23)C1 (stereo not given)	2%	i	i	i	8%	i	2%	4%	i	0%	1%
COC(=O)c1[nH]nc2c1C(=O)N(C1CCCCC1)C2=O	0%	i	?	i	9%	3.4e-08M*	-18%	1%	3.1e-08M*	4%	-1%
N#Cc1cccc(-c2cc(NCc3ccccc3)ncn2)c1	1%[2.29 µM]	i	?	i	11%	i	20µM*	25%	i	-4%	-3%
Cc1cc(C(=O)Nc2cc(C)n(Cc3ccc(Cl)cc3)n2)no1	1%	i	i	i	-3%	i	-7%	31%	i	0%	-2%
Cn1cnnc1SCC(=O)c1ccco1	2%	i	i	i	-5%	i	1%	0%	i	2%	2%
CCCOC(=O)CSC1=C(C#N)C(c2ccc3c(c2)OCO3)CC(=O)N1 (stereo not given)	1%[25.5 µM]	?	i	i	.	i	.	.	i	.	.
CCCn1c(C)nc2c(N(CCOC)CCOC)nc(C)nc21	.	.	.	.	-9%	.	-3%	2%	.	-3%	-1%

# (continued)
Structure	Luciferase inh	Texas Red fluor	Fluorescein fluor	Rhodamine autofl	Tau fil binding	4-MU autofl	ERK AVP inh	HEK293 cAMP cs	A350 fluor	Casp7 inh	Caspase-1 inhib
O=C(Nc1ccc2c(c1)OCCO2)C1CCCN(S(=O)(=O)Cc2ccccc2)C1 (stereo not given)	-6%	i	i	i	-10%	i	-10%	7%	i	0%	-2%
Cc1ccccc1Nc1nc(N)nc(COC(=O)c2cccn2C)n1	-12%	i	?	i	-5%	i	34%[activator]	3%	i	-1%	0%
O=C(NCc1ccco1)C(C(=O)c1ccccc1)n1ccccc1=O (stereo not given)	3%	?	?	i	-6%	i	-14%	-2%	i	-1%	3%
Cc1ccsc1C(=O)OCC(=O)N1CCOCC1	4%	i	?	i	-2%	i	-22%	-2%	i	1%	5%
COc1ccc(-n2nnc3c(=O)n(CC(=O)N4CCCCC4)cnc32)cc1	-4%	.	.	.	-5%	.	.	8%	.	0%	-6%
COc1ccc(CNc2cc(-c3ccccc3C)ncn2)c(OC)c1	-4%[2.29 µM]	i	i	i	6%	i	13µM*	16µM*	i	-7%	-6%
CCn1c(SCC(=O)Nc2cc(C)on2)nnc1-c1cccnc1	-1%	i	?	i	5%	i	?	6%	i	-4%	0%
O=C(CNS(=O)(=O)c1ccc(F)cc1)N1CCN(c2ccc(F)cc2)CC1	0%	i	i	i	15%	i	9%	9%	i	0%	0%

# Further entries.
Structure	Luciferase inh	Texas Red fluor	Fluorescein fluor	Rhodamine autofl	Tau fil binding	4-MU autofl	ERK AVP inh	HEK293 cAMP cs	A350 fluor	Casp7 inh	Caspase-1 inhib
CC1(C)OC(=O)NC1=O	0%[25.5 µM]	i	?	i	1%[25.6 µM]	i	5%	-1%[25.6 µM]	i	1%	2%
CCC(c1nnnn1Cc1ccccc1)N1CCN(C(=O)c2ccco2)CC1 (stereo not given)	1%	i	i	i	-9%	i	?	?	i	-1%	0%
Cc1ccsc1C(=O)N1CC(=O)Nc2ccccc21	-14%	i	i	i	0%	i	?	6%	i	1%	2%
COc1cc(C2c3c(oc4c(C)cc(C)cc4c3=O)C(=O)N2Cc2cccnc2)ccc1O (stereo not given)	0%	i	i	i	5%	i	-7%	11%	i	0%	0%
Cc1ccc(Oc2ccccc2)c(NC=O)c1	-2%	i	i	i	14%	?	8%	4%	?	0%	3%
CC(=O)Nc1ccc(N(C(=O)c2cnccn2)C(C(=O)NC2CCCCC2)c2ccc(O)cc2)cc1 (stereo not given)	-1%	?	?	i	5%	i	14%	2%	i	-2%	-1%
c1ccc2c[n+](Cc3ccnc4ccccc34)ccc2c1	2%[11.4 µM]	i	?	i	-17%[11.4 µM]	i	12%[11.5 µM]	2%[11.4 µM]	i	2%[11.5 µM]	2%[11.5 µM]
COCCNC(=O)c1ccccc1NC(=O)CN(c1ccc2c(c1)OCO2)S(C)(=O)=O	0%	?	i	i	-3%	i	-6%	8%	i	-1%	2%

# Ordered by count of non-hydrogen atoms (rising): some entries from above
Structure	Luciferase inh	Texas Red fluor	Fluorescein fluor	Rhodamine autofl	Tau fil binding	4-MU autofl	ERK AVP inh	HEK293 cAMP cs	A350 fluor	Casp7 inh	Caspase-1 inhib
CC1(C)OC(=O)NC1=O	0%[25.5 µM]	i	?	i	1%[25.6 µM]	i	5%	-1%[25.6 µM]	i	1%	2%
Cc1ccc(Oc2ccccc2)c(NC=O)c1	-2%	i	i	i	14%	?	8%	4%	?	0%	3%
Cc1ccsc1C(=O)N1CC(=O)Nc2ccccc21	-14%	i	i	i	0%	i	?	6%	i	1%	2%
c1ccc2c[n+](Cc3ccnc4ccccc34)ccc2c1	2%[11.4 µM]	i	?	i	-17%[11.4 µM]	i	12%[11.5 µM]	2%[11.4 µM]	i	2%[11.5 µM]	2%[11.5 µM]
CCn1c(SCC(=O)Nc2cc(C)on2)nnc1-c1cccnc1	-1%	i	?	i	5%	i	?	6%	i	-4%	0%
O=C(NCc1ccco1)C(C(=O)c1ccccc1)n1ccccc1=O (stereo not given)	3%	?	?	i	-6%	i	-14%	-2%	i	-1%	3%
O=C(CNS(=O)(=O)c1ccc(F)cc1)N1CCN(c2ccc(F)cc2)CC1	0%	i	i	i	15%	i	9%	9%	i	0%	0%
CCC(c1nnnn1Cc1ccccc1)N1CCN(C(=O)c2ccco2)CC1 (stereo not given)	1%	i	i	i	-9%	i	?	?	i	-1%	0%
COCCNC(=O)c1ccccc1NC(=O)CN(c1ccc2c(c1)OCO2)S(C)(=O)=O	0%	?	i	i	-3%	i	-6%	8%	i	-1%	2%
COc1cc(C2c3c(oc4c(C)cc(C)cc4c3=O)C(=O)N2Cc2cccnc2)ccc1O (stereo not given)	0%	i	i	i	5%	i	-7%	11%	i	0%	0%
CC(=O)Nc1ccc(N(C(=O)c2cnccn2)C(C(=O)NC2CCCCC2)c2ccc(O)cc2)cc1 (stereo not given)	-1%	?	?	i	5%	i	14%	2%	i	-2%	-1%

# (continued)
Structure	Luciferase inh	Texas Red fluor	Fluorescein fluor	Rhodamine autofl	Tau fil binding	4-MU autofl	ERK AVP inh	HEK293 cAMP cs	A350 fluor	Casp7 inh	Caspase-1 inhib
O=C(NCCN1CCOCC1)c1ccccc1-c1ccccc1	0%	i	i	i	-11%	i	-9%	3%	i	0%	0%
CCc1sc(NS(C)(=O)=O)nc1-c1ccccc1	1%	i	?	i	-2%	i	-7%	13%	i	-1%	1%
COC(=O)c1c[nH]n2c(=O)cc(C)nc12	1%	i	i	i	14%	?	1%	5%	?	1%	-13%
Cc1ccc(CN2C(=O)CCC2C(=O)NCCN2CCOCC2)cc1 (stereo not given)	0%	i	i	i	-4%	i	9%	2%	i	0%	-2%
COc1ccccc1CN1CCCC2(CCN(C(=O)c3csnn3)CC2)C1	2%[11.4 µM]	i	i	i	7%	i	-5%	17%	i	-2%	-3%
CCOc1ccc2nc(-c3ccccc3)[nH]c2c1	3.2µM*	i	i	i	-6%	1.4e-08M*	-7%	16µM*	1.4e-08M*	-2%	0%
O=C(Nc1ccccc1)NC1(C(=O)NCc2ccc3c(c2)OCO3)CCCCC1	-2%	i	i	i	1%	i	-3%	6%	i	-1%	-4%
Cc1cc(NC(=O)c2cnn3c(C(F)F)cc(C4CC4)nc23)no1	1%	?	?	i	-6%	?	-9%	4%	?	1%	1%

# Continued.
Structure	Luciferase inh	Texas Red fluor	Fluorescein fluor	Rhodamine autofl	Tau fil binding	4-MU autofl	ERK AVP inh	HEK293 cAMP cs	A350 fluor	Casp7 inh	Caspase-1 inhib
COc1cc(-c2nnc(-c3ccncc3)o2)ccc1OCc1ccccc1	0%	i	i	i	7%	1.6e-08M*	-16%	19%	?	1%	-1%
COc1ccc2nc(C)cc(SCC(=O)O)c2c1	-2%	i	i	i	-5%	?	-13%	3%	?	5%	0%
COC(=O)[C@@]1(Cc2ccc(OC)cc2)[C@H]2c3cc(C(=O)N4CCCC4)n(CCN4CNCC4=O)c3C[C@H]2CN1C(=O)c1ccccc1	.	.	.	.	4%	.	24%	-1%	.	-2%	-2%
CC(C)(C)c1cnnn1-c1ccc(NC(=O)c2ccc3c(c2)OCO3)cc1	-2%	?	i	i	-26%	i	-3%	12%	i	-2%	0%
Clc1ccccc1NN(Cc1ccccn1)c1ccccc1Cl	2%[11.4 µM]	?	i	i	1%[11.4 µM]	i	3%[11.5 µM]	?	i	1%[11.5 µM]	-1%[11.5 µM]
Cc1c(C(=O)O)sc(=S)n1-c1ccccc1	3%[25.5 µM]	i	i	i	.	i	.	.	?	.	.
Cc1cnn(C(=S)NCCc2ccccc2)c1	-6%	i	i	i	2%	i	9%	?	i	0%	0%
O=C(CCSc1ccccc1)N1CCN(C(=O)c2ccco2)CC1	1%	?	i	i	13%	i	-3%	1%	i	1%	-2%
c1ccc(-c2noc(-c3cccc4ccccc34)n2)cc1	16µM*	i	?	i	-16%	?	97%[activator]	20%	?	-1%	-5%
COc1ccc(CC/C(=N\O)C2(O)CCCCC2)cc1	1%	.	.	.	-10%[11.4 µM]	.	5%	-11%[11.4 µM]	.	0%	0%
